From PubChem BioAssay
N370S GC mod: inhibits or activates N370S mutant glucocerebrosidase. N370S GC spleen homogenate, 4MU-glucoside fluorescence. Potency, µM (series often up to 59.4 µM), without a hit: at the top dose activity change, negative = inhibition, most hits filed as inhibitors. hit rate 0.092% among 330,000. AID 2101. P04062;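 further: 0% = full enzyme activity and -100% = no enzyme basal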
TDP1 block: TDP1 (human) enzyme inhibition; Q9NUW8; recombinant TDP1, AlphaScreen DNA substrate cleavage; Potency, µM (highest dose often 130 µM), for the others: at the top dose activity change, negative = inhibition, actives largely listed as inhibitors; hit rate 0.28% among 350,000; AID 485290; further: nearly all actives have a fitted effect of over 40% in size
Target sequence (Q9NUW8 whole entry, looked up): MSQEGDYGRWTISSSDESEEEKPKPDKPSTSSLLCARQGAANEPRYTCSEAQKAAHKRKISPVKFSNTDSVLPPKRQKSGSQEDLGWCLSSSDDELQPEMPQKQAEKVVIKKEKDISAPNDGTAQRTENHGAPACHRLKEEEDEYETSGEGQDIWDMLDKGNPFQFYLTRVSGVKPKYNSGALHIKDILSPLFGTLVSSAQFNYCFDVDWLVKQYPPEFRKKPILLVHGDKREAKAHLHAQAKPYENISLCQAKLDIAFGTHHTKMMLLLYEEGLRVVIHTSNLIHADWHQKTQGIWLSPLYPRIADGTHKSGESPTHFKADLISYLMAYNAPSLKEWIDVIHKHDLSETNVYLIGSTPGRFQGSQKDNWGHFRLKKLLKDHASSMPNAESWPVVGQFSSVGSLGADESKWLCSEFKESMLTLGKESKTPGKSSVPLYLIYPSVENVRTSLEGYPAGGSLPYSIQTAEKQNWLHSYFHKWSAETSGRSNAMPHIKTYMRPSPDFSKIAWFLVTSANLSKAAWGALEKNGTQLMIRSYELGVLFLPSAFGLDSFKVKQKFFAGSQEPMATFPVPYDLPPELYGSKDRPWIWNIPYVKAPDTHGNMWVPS
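AlphaScreen read-out: signal falls as enzyme removes the 3' tyrosine-FITC from a 5'-biotinylated DNA oligo (15 nM, 5 min, RT). Enzyme was E. coli-made recombinant Tdp1 at 1 nM, exposed to compound for 15 min beforehand; beads 10 ug/ml, 10 min.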
FEN1 inh: human FEN1 inhibition; P39748; Recombinant FEN1 flap cleavage, fluorescence, 15 min; Potency, µM (top dose mostly 114 µM), without a hit: at the top dose activity change, negative = inhibition, actives largely listed as inhibitors; hit rate 0.35% among 390,000; further: nearly all actives have a fitted effect of over 65% in size
Target sequence (P39748 whole entry, looked up): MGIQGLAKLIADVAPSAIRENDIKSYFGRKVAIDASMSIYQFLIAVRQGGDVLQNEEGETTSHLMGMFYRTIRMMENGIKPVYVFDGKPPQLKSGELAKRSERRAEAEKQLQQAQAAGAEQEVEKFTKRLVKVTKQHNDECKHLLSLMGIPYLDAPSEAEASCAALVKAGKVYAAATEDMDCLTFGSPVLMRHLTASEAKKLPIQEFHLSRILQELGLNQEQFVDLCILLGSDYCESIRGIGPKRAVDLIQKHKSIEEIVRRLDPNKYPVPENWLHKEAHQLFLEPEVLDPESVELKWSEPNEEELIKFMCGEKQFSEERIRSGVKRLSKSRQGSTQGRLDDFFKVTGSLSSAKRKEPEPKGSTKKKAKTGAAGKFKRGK
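Compounds are tested as a concentration series against 10 nM FEN1; after a 15 min room-temperature preincubation, 50 nM substrate starts cleavage, with plate reads at 0 and 15 min. Normalized responses are fitted by a Hill equation.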
* hit, by the source's call; ? = inconclusive; · = no result given; & = joins results of further samples; [ ] = remark or other dose. The call rests on the fitted dose curve; in most records, active means well fitted curve in the direction sought with a large enough effect; inconclusive means small, poorly fitted or top-dose-only effect, or another doubt; inactive means no such curve, though single readings can be large; an effect the other way counts as inactive or inconclusive. Unless noted, on the % scale 0 is the no-effect control and ±100 the full control effect; potency means the concentration at half of the fitted maximal effect. Compounds were not picked by outcome, and some 0.57% of all compounds hit somewhere here.

cpd | SMILES | N370S GC mod | TDP1 block | FEN1 inh
1 | CCCCNC(=O)c1cnc2sc(N3CCCCCC3)nn2c1=O | · | 8% | 1%
2 | c1cncc(-c2nc(N3CCOCC3)c3ccccc3n2)c1 | -1% | -6% | -13%
3 | Cc1cc(Br)ccc1NC(=O)C1CCN(S(=O)(=O)c2cccc3nsnc23)CC1 | · | 2% | 15%
4 | CC(=O)N1N=C2c3ccccc3CCC2C1c1cccs1 (configuration not stated) | 6% | 1% | -1%
5 | Cc1ccc(Cl)cc1NC1=C/C(=N\S(=O)(=O)c2cccs2)c2ccccc2C1=O | ? | 11% | 1%&-18%
6 | O=S(=O)(NCCc1ccncc1)c1cc(Br)ccc1F | -16% | 1% | -4%
7 | CCN1C2OC3OC4C(OC3OC2N(CC)S1(=O)=O)N(CC)S(=O)(=O)N4CC (configuration not stated) | -5% | 0% | -1%
8 | COc1ccc(NC(=O)c2sc3ncn(CC(=O)N4CCCCC4)c(=O)c3c2C)cc1OC | -4% | 6% | 3%
9 | O=C1CC(NS(=O)(=O)c2cc(F)ccc2F)CN1c1cccc(F)c1 (configuration not stated) | -1% | · | -4%
10 | O=C(NCc1ccccn1)c1cn(-c2ccccc2)nc1-c1ccc(Cl)cc1 | 6% | 3% | 0%
11 | CCC(=O)N1CCc2cc(Br)cc(S(=O)(=O)NCCc3ccc(OC)c(OC)c3)c21 | · | 9% | -1%
12 | CCOCCCNC(=O)C(NC(=O)c1ccc(NC(C)=O)cc1)c1ccc(Cl)cc1 (configuration not stated) | -8% | 1% | 3%
13 | CCc1ccc(-n2nc(C)c3c(C)cc(=O)n(CC(=O)Nc4ccc(C(C)=O)cc4)c32)cc1 | · | 8% | 0%
14 | COCCCNC(=O)C(CC(N)=O)NC(=O)OCc1ccccc1 (configuration not stated) | 4% | · | 51%[activator]
15 | CCC(CO)Oc1cc(NC(=O)c2cccc(Cl)c2)c2ncn(C(C)C)c2c1 (configuration not stated) | · | -9% | -16%
16 | CC(C)c1ccc(OCC(=O)N2CCN(C(=O)c3ccco3)CC2)cc1 | 5% | 5% | 5%
17 | COc1cccc(CN2CC(C(=O)NCCCn3ccnc3C)CCC2=O)c1 (configuration not stated) | -13% | 0% | 11%
18 | Cc1cccc(C)c1NC(=O)CN1C(=O)N(C)Cc2ccccc21 | 8% | 5% | 58%[activator]
19 | O=C(Oc1ccc2ccc(=O)oc2c1)c1ccccc1 | ? | · | -5%
20 | CCCCCCCCCCCCCCOS(=O)(=O)O | -8% | 8% | ·
21 | COc1cccc(N2CCN(C(=O)c3cc(C)oc3C)CC2)c1 | · | 5% | -3%
22 | CCOC(=O)c1ccccc1NC(=O)N[C@@H](C)C(=O)OC | · | 2% | -1%
23 | O=C1CC(=O)Nc2cc(S(=O)(=O)Nc3ccc(F)cc3Cl)ccc2N1 | -19% | 2% | -2%&-3%
24 | O=C(c1cc(-c2cccnc2)nc2ccccc12)N1CCCc2ccccc21 | 2% | 4% | -20%
25 | C/C(=N\NC(=S)NCC(C)(C)C)c1cc(F)cc(F)c1O | -1% | 9% | -1%
26 | CCc1ccc(C(=O)OCC(=O)NC2CCCC2)cc1 | -2% | · | 8%
27 | Cc1c([N+](=O)[O-])c(C(=O)Nc2ccc3c(c2)OCCO3)nn1C | -1% | 5% | 2%
28 | COc1ccc(O)c(-c2[nH]ncc2C(=O)c2ccccc2C)c1 | 6% | 4% | 2%
29 | CC(C)CCN(C(=O)c1ccc(Br)cc1)c1c(N)n(Cc2ccccc2)c(=O)[nH]c1=O | · | -8% | 17%
30 | CCOC(=O)c1c(C)c(C(=O)N2CCCCCC2)c(C)n1CC | -6% | 9% | 7%

Arranged by SMILES length (ascending): part of the list above.
cpd | SMILES | N370S GC mod | TDP1 block | FEN1 inh
2 | c1cncc(-c2nc(N3CCOCC3)c3ccccc3n2)c1 | -1% | -6% | -13%
30 | CCOC(=O)c1c(C)c(C(=O)N2CCCCCC2)c(C)n1CC | -6% | 9% | 7%
12 | CCOCCCNC(=O)C(NC(=O)c1ccc(NC(C)=O)cc1)c1ccc(Cl)cc1 (configuration not stated) | -8% | 1% | 3%
11 | CCC(=O)N1CCc2cc(Br)cc(S(=O)(=O)NCCc3ccc(OC)c(OC)c3)c21 | · | 9% | -1%

Additional structures
cpd | SMILES | N370S GC mod | TDP1 block | FEN1 inh
31 | CN(C(=O)CCn1c(=S)oc2ccccc21)c1ccc(F)cc1 | 8% | 0% | -11%
32 | COc1ccc(C)cc1NC(=O)CSc1nnc(COc2ccccc2)n1Cc1ccco1 | 11% | 4% | -7%
33 | CCc1ccc(NC(=O)CN2C(=O)C(c3ccc(C)cc3)=NC23CCCCC3)cc1 | · | 5% | -19%
34 | CN1C(=O)NC2C1N(S(C)(=O)=O)CCN2S(C)(=O)=O (configuration not stated) | -4% | -2% | -2%
35 | CCNc1nc(Nc2ccc(C)c(Cl)c2)c2cnn(C)c2n1 | ? | · | 6%
36 | O=C(Nc1ccc(NC(=O)c2ccc(Br)cc2)c(Cl)c1)c1ccc(Br)cc1 | · | 2%[12.3 µM] | -15%
37 | COc1ccc(C(CNC(=O)COc2ccc(F)cc2Cl)N2CCCCC2)cc1 (configuration not stated) | · | 0% | -2%
38 | CC(=O)Nc1ccn(C2CC3OCC(NC(=O)C4CCCN4C(=O)OC(C)(C)C)C3O2)c(=O)n1 (configuration not stated) | -4% | 8% | 16%
39 | CCOC(=O)CSc1c(-c2ccccc2)c2cc(Cl)ccc2[nH]c1=O | 2% | 0% | -12%
40 | CCOC(=O)c1c(-c2ccccc2)oc2ccc(O)cc12 | -7% | · | -18%
41 | COc1ccc(NC(=O)CN(C)S(=O)(=O)c2ccc3c(c2)n(C)c(=O)c(=O)n3C)cc1 | 4% | 2% | 18%
42 | Cc1ccc(Oc2cc(C)nc(-c3ccccc3O)n2)cc1 | 16% | 3% | 8%
43 | CCOC(=O)c1ccc(NCCc2ccc(OC)c(OC)c2)c(N)c1 | -4% | · | 2%
44 | O=C(/C=C/c1ccc(Cl)cc1)NCc1ccco1 | 11% | -5% | 0%
45 | CCOc1ccc(C(=O)Nc2ccc(S(=O)(=O)N3CCOCC3)cc2)cc1OCC | -18% | 10% | -11%
46 | COCCNC(=O)COc1ccc(Nc2ccccc2)cc1 | 1% | 7% | -7%
47 | O=C(NC1C/C(=N/O)c2cc3c(cc21)OCO3)C(F)(F)F (configuration not stated) | 4% | 0% | -13%
48 | O=C(O)c1cc(-c2ccccc2)n(-c2ccc(Cl)cc2)n1 | -5% | 5% | -1%
49 | O=Cc1ccc(CO)o1 | 1% | 13% | ·
50 | CC(OC(=O)C1=COCCO1)C(=O)c1ccc(Br)cc1 (configuration not stated) | · | -5% | 1%
51 | O=C(c1cn[nH]c1)N1CCc2c([nH]c3ccccc23)C1c1c(F)cccc1Cl (configuration not stated) | -20% | 2% | 7%
52 | CNC(=O)COc1ccc(S(=O)(=O)Nc2ccc(C)cc2)cc1 | -6% | · | 19%
53 | CCCOP(=O)(c1ccc(N(C)C)cc1)C(O)c1cc(OC)ccc1OC (configuration not stated) | -2% | · | 19%
54 | COc1ccc(-c2ccc(SCc3cccnc3)nn2)cc1OC | -4% | 4% | 7%
55 | CCCN1CCN(CCNC(=O)Nc2cc(Cl)c(OC)cc2OC)CC1 | · | -5% | 12%
56 | CC(/C=N/NC(=O)c1cccnc1)=C\c1ccccc1 | 10% | 8% | 12%
57 | O=C(C1CCCCN1S(=O)(=O)c1ccccc1)N1CCN(Cc2ccccc2)CC1 (configuration not stated) | 6% | -1% | 5%
58 | Cc1cccc(-c2cc(C(=O)Nc3cccnc3)c3ccccc3n2)c1 | -2% | 2% | -7%
59 | COc1cc(NS(=O)(=O)c2ccc(NC(C)=O)cc2)ncn1 | 4% | 4% | -15%
60 | COc1cccc(/C=N/NC(=O)c2c(C)nc3ccc(Cl)cn23)c1O | -12% | · | -22%
61 | Cc1ccc(NC(=O)CCC(=O)NNC(=O)c2cccs2)cc1C | -22% | 4% | 7%
62 | CC1CCC2(CC1)NC(=O)N(CC(=O)Nc1cc(S(=O)(=O)N3CCCC3)ccc1Cl)C2=O (configuration not stated) | · | -1% | 3%
63 | Cc1cnc(CN(C)C(=O)CC2C(=O)NCCN2Cc2cccc(F)c2F)[nH]1 (configuration not stated) | -9% | 3% | -8%
64 | COc1ccc2c(C)c(CCC(=O)NCCc3ccccc3OC)c(=O)oc2c1 | · | 9% | 0%
65 | FC(F)(F)c1cc(Oc2ccc(Cl)cc2)nc(-c2ccccn2)n1 | 4% | 2% | 10%
66 | O=S(=O)(NCc1cccnc1)c1ccc(Br)c2ccccc12 | -2% | 9% | -2%
67 | COc1ccc(C(=O)Nc2cccc(/C=C(\CCC(=O)O)c3nc4ccccc4s3)c2)cc1 | -8% | · | ?
68 | COc1ccc(C(=O)NCC(=O)OCC(=O)NC(=O)NC2CCCCC2)cc1OC | 5% | -1% | 0%
69 | COc1ccc(S(=O)(=O)NCC2CCCN(C(=O)c3ccco3)C2)cc1 (configuration not stated) | 5% | 1% | -4%
70 | CCNC(=O)c1ccc(N(C)S(=O)(=O)c2cccs2)cc1 | -3% | -5% | -7%
71 | Cc1ccccc1S(=O)(=O)Cc1ccc(C(=O)NC2CCCCC2C)o1 (configuration not stated) | -17% | 3% | -6%
72 | Cc1ccc(S(=O)(=O)NCC(=O)NCC(=O)OCC(=O)NC(=O)NC(C)(C)C)cc1C | 3% | 7% | 5%
73 | Cc1cc2ccc(C)c(C)c2nc1SCC(=O)c1cccs1 | 23% | -3% | -16%
74 | CCOC(=O)/C(=N\Nc1cc(Cl)ccc1Cl)N1CCN(CC)CC1 | -19% | 4% | -9%
75 | COc1ccc(/C=C\c2onc(C)c2S(=O)(=O)N2CCC(C(=O)NCc3ccco3)CC2)cc1 | -7% | 1% | 15%
76 | Cc1ccc(-c2ccc(CCC(=O)O)n2NC(=O)c2cccs2)cc1 | 7% | -2% | -1%
77 | Cc1cc(C)n2nc(C(=O)OCC(=O)c3cc(C)n(C)c3C)nc2n1 | 7% | · | -7%
78 | CCOC(=O)c1cccc(NC(=O)N2CC=C(c3c[nH]c4ccccc34)CC2)c1 | · | 0% | -24%
79 | O=C(COC(=O)c1cccc(S(=O)(=O)N2CCCCCC2)c1)NCc1ccc(Cl)cc1 | -5% | -11% | 1%
80 | Cc1nc(C)n(CCNS(=O)(=O)c2ccccc2)n1 | 5% | 2% | 1%
81 | COCCn1c(C)cc(O)c(C(c2ccc(Cl)cc2)N2CCN(c3ccccc3)CC2)c1=O (configuration not stated) | · | -3% | 17%
82 | CCOCCCNC(=O)C(NC(=O)c1ccccc1O)c1ccccc1 (configuration not stated) | 16% | 5% | -1%
83 | COc1ccc(OCc2nnc(SCC(=O)Nc3ccccc3Cl)o2)cc1 | -20% | 5%[0.0935 µM] | 4%
84 | COc1ccc([N+](=O)[O-])cc1NCC(=O)Nc1cccc(S(=O)(=O)N2CCCC2)c1 | -2% | 4% | 1%
85 | CCc1nnc(NC(=O)CSc2nnc(-c3ccc(S(=O)(=O)N4CCCC4)cc3)n2CC)s1 | 8% | 3% | 4%
86 | O=C(CN1CCN(c2ccc(O)cc2)CC1)NC(c1ccccc1)c1ccccc1 | 13% | -2% | 3%
87 | Cn1c(-c2ccsc2)c(-c2cccs2)c2cc(-c3cccc4[nH]ccc34)ccc21 | · | 2% | 8%
88 | Cc1c(C(=O)N2CCCCC2)c(S(=O)(=O)N2CCN(c3ccccc3F)CC2)c(C)n1C | -1% | 4% | -3%
89 | Cc1nnc(SCC(=O)NNC(=O)c2ccccc2)n1-c1ccccc1 | 12% | 0% | -2%
90 | O=C(Oc1ccccc1N1C(=O)C2CC=CCC2C1=O)c1ccc(Br)cc1 (configuration not stated) | -13% | 3% | -4%

Later entries.
cpd | SMILES | N370S GC mod | TDP1 block | FEN1 inh
91 | COC(=O)C1=CN(Cc2ccc(OC)cc2)C=C(C(=O)OC)C1c1cccs1 | ? | · | -16%
92 | COCCN(C(=S)Nc1cc(C)cc(C)c1)C(C)c1ccco1 (configuration not stated) | 23% | 0% | -18%
93 | O=C(NCCN1CCOCC1)NC1(C(F)(F)F)Oc2ccc(Cl)cc2O1 (configuration not stated) | 6% | 2% | 0%
94 | CCOc1ccc2[nH]c(S(=O)(=O)CC)nc2c1Cl | 8% | -2% | 8%
95 | O=C(Nc1ccc(F)cc1)c1ncn(-c2ccccc2)n1 | · | -2%[12.3 µM] | 0%
96 | COc1cccc(C(C(=O)NC2CCCCC2)N(CCN2CCOCC2)C(=O)C2COc3ccccc3O2)c1 (configuration not stated) | -11% | -4% | -3%

Some of these compounds in order of their number in N370S GC mod, highest first:
cpd	mol	N370S GC mod	TDP1 block
4	CC(=O)N1N=C2c3ccccc3CCC2C1c1cccs1 (configuration not stated)	6%	1%
80	Cc1nc(C)n(CCNS(=O)(=O)c2ccccc2)n1	5%	2%
14	COCCCNC(=O)C(CC(N)=O)NC(=O)OCc1ccccc1 (configuration not stated)	4%	·
39	CCOC(=O)CSc1c(-c2ccccc2)c2cc(Cl)ccc2[nH]c1=O	2%	0%
79	O=C(COC(=O)c1cccc(S(=O)(=O)N2CCCCCC2)c1)NCc1ccc(Cl)cc1	-5%	-11%
